Source: PubChem (several laboratories)
HCV core dimer: blocks dimerization of HCV core protein; TR-FRET GST/Flag-core106 dimerization, 1536-well; inhibition, % at 5 µM; 300,000 compounds, 0.33% hits;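 active = inhibition above the mean of all tested compounds plus 3 SD, set per screening campaign, cut at about 45% in these data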
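System – GST-tagged and Flag-tagged HCV core protein residues 1-106 · Repeats – one well for each compound · Technique – TR-FRET 671 and 617 nm emission · Doses – one concentration, 5 µM, in 0.5% DMSO · Times – 4 h, 22.5 °C incubation · Also added – Eu donor and XL665 acceptor anti-tag antibodies · Measure – percent inhibition of core106 dimerization signal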
GRK2 aptamer HTS: blocks RNA aptamer binding to human GRK2 | 330,000 compounds, 0.59% hits | inhibition of aptamer binding, % at 10 µM | bead flow cytometry, FAM-aptamer displacement from GRK2;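 active = inhibition of aptamer binding above 40%, roughly 3 SD of noise, on plates passing a quality check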;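 note: median bead fluorescence of bound FAM aptamer so fluorescent compounds give negative values; no value below 0 was filed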
JMJD2C inh: inhibitors of human GASC-1 (JMJD2C) demethylase; AID 2099; GST-JMJD2C(1-420) H3K9me3 demethylation, DELFIA europium; inhibition, % at 2.35 µM; 330,000 compounds, 0.069% hits; Q9H3R0;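 active = more than half of a compound's replicate wells show inhibition beyond 50%, single wells judged on their own value; inconclusive = some, but no more than half, of replicates pass 50% inhibition; inactive = no replicate passes 50% inhibition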;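 note: signal counts dimethyl H3K9 product captured on neutravidin plate; 0% = median of DMSO wells and 100% = 0.3 times that DMSO median; strong numbers were not always called active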
Target sequence (Q9H3R0 1-420 limits assumed): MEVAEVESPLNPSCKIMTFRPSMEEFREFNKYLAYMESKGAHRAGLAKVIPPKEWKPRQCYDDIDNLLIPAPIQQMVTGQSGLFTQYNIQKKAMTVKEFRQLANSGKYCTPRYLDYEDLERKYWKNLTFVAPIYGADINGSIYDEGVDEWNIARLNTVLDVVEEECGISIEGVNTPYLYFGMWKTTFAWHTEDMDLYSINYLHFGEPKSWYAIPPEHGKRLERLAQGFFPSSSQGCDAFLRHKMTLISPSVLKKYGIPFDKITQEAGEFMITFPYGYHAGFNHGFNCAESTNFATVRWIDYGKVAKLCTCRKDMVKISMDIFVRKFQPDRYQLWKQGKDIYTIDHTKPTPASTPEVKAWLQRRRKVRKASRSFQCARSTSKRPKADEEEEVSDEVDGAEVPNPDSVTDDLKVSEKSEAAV
PP5 inh: PP5 (human) phosphatase inhibition. inhibition, % at 6.7 µM. AID 1987. 320,000 compounds, 0.18% hits. purified PP5c, OMFP substrate fluorescence. P53041;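 active = inhibition above the campaign's mean inhibition across all tested compounds plus 3 SD, cut at about 9.5% in these data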;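 note: 0% = DMSO only and 100% = 100 µM cantharidin control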
procasp3 activ: activates human procaspase-3. P42574. recombinant procaspase-3 D3A, Ac-DEVD-pNA absorbance 405 nm. activation, % at 8.5 µM. 330,000 compounds, 0.11% hits. AID 463141;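 active = activation above the mean of all tested compounds plus 3 SD, cut at about 21% in these data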;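 note: 0% = DMSO alone and 100% = DMSO wells spiked with extra 5 µM PC-3 D3A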
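Assay system – Procaspase-3 D3A mutant, all three cleavage aspartates alanine · Controls – DMSO-only low control, 5 µM PC-3 D3A high control · Schedule – 1 h compound preincubation, 2 h substrate hydrolysis at 25 °C · Signal – 405 nm absorbance of p-nitroaniline, reads at 0 and 120 min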
PP1 inh: blocks human PP1-alpha phosphatase, a PP5 counter-screen; P62136; inhibition, % at 6.7 µM; purified PP1alpha, OMFP fluorescence; 320,000 compounds, 0.9% hits;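 active = inhibition above the mean inhibition of all tested compounds plus 3 SD, computed separately for each screening campaign, cut at about 15% in these data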
Target sequence (P62136 whole entry, looked up): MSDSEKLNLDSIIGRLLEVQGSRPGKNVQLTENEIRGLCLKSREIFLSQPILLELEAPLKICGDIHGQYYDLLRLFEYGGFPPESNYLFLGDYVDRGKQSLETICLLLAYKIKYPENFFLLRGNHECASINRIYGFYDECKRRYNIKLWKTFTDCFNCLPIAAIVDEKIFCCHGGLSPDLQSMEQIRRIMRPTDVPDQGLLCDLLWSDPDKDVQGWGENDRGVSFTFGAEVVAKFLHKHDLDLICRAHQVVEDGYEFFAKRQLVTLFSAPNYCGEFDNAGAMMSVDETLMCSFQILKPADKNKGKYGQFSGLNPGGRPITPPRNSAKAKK
VLA-4 inh: inhibition in a human VLA-4 binding assay; P13612; VLA-4 expressing cells, ligand binding flow cytometry; inhibition, % (about 7 µM as worked out from the volumes in the protocol); 330,000 compounds, 0.2% hits; AID 2557; in the data active = inhibition above about 50%
procasp7 counter: activates human procaspase-7, counter-screen for procaspase-3 activators. P55210. recombinant procaspase-7, Ac-DEVD-pNA absorbance 405 nm; D23A/D198A/D206A triple mutant, cannot self-cleave; scale: DMSO 0, 5 µM enzyme 100. activation, % at 8.5 µM. 330,000 compounds, 0.093% hits;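 active = percent activation above the screen-wide mean plus 3 SD, cut at about 25% in these data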
Target sequence (P55210 whole entry D23A/D198A/D206A): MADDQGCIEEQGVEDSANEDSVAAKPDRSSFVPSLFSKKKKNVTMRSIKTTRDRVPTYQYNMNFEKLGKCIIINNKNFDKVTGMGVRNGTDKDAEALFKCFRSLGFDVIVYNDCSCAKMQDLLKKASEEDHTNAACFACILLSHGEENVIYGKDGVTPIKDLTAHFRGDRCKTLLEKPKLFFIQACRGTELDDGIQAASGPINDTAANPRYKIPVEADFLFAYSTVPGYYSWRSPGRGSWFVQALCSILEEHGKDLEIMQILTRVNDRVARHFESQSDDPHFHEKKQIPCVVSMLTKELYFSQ
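System: Procaspase-7 triple mutant (PC-7 D3A); measure: % activation from two-timepoint absorbance difference, scaled to controls; times: 1 h compound preincubation, 2 h substrate cleavage, 25 °C; also added: Ac-DEVD-pNA substrate, 400 µM as added; measured by: Epi-absorbance of released pNA at 405 nm, two timepoints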
Fh CTSL1 inh: cathepsin L1 inhibition, PFM18AAP counter-screen; inhibition, % at 5.96 µM; 300,000 compounds, 0.49% hits; AID 1906; recombinant F. hepatica cathepsin L1, Z-Leu-Arg-MCA fluorescence;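 active = inhibition above the mean of all tested compounds plus 3 SD, set per screening campaign, cut at about 17% in these data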;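 note: 0% = plate median of test compound wells and 100% = 1 µM Z-Phe-Ala-diazomethylketone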
* marks the source's active call; other numbers are inactive results; i = inactive; ? = inconclusive; / = no result given; & = joins results of further samples.

SMILES | HCV core dimer | GRK2 aptamer HTS | JMJD2C inh | PP5 inh | procasp3 activ | PP1 inh | VLA-4 inh | procasp7 counter | Fh CTSL1 inh
O=C(CCNC(=O)c1ccccc1)OCC(=O)c1ccccc1 | -2 | 0 | -4 | -0.3 | -1 | 0 | -5 | 7 | -39
CC1(C)CC2CC(C)(CN2C(=O)COC(=O)c2ccc(Cl)cc2N)C1 (configuration not stated) | 15 | 3 | 19 | 4.3 | 5 | 1 | 10 | 3 | -13
O=C(CCCC(=O)OCC(F)(F)C(F)F)Nc1ccccc1F | -6 | 2 | 2 | 0.9 | -6 | -3 | 16 | -5 | 1
CSc1nc(N2CCOCC2)nc2ccc(C)cc12 | -1 | 1 | 0 | 5.0 | -3 | 1 | -8 | -5 | -4
O=c1ccc2cc(O)c(O)cc2o1 | -5 | 0 | -19 | 1.6 | 11 | -1 | 5 | 3 | -1
NS(=O)(=O)c1ccc(CCNC(=O)[C@@H]2CCCN2S(=O)(=O)c2ccccc2F)cc1 | 2 | 1 | 2 | 0.8 | -3 | -1 | 20 | 11 | -1
O=C(Nc1ccc(-n2cccc2)cc1)C1CC1 | -1 | 0 | -1 | 1.6 | 6 | 1 | 8 | 1 | 2
COc1cc2c(cc1OC)C(c1ccccc1[N+](=O)[O-])N(C(C)=O)CC2 (configuration not stated) | 5 | 1 | 2 | 9.5 | 5 | 0 | 12 | 7 | -1
COC(=O)c1cccc(NC(=O)CN2CCC(NC(=O)c3cc(OC)c(OC)c(OC)c3)CC2)c1 | 1 | 3 | 14&5 | 0.6 | 3 | -1 | 1 | -6 | -2
Cc1nc(N(C)C)c2sc(=S)n(C)c2n1 | 2 | 1 | -3 | 0.2 | -4 | -3 | 13 | 7 | 0
CCCCn1c(N)c(N(CCOC)C(=O)C2CCN(S(=O)(=O)c3ccc(F)cc3)CC2)c(=O)[nH]c1=O | -12 | 0 | -6 | -1.0 | 4 | -4 | -3 | 4 | 8
CCOC(=O)c1c(-c2ccc(OC)cc2)cn2ccccc12 | 0 | 0 | 15 | -2.0 | 0 | -1 | 29 | 5 | 3
Cc1cc(C)nc(NC(=O)CSc2nc3cc(Cl)ccc3s2)n1 | 28 | 1 | 1 | -0.5 | 4 | 1 | -9 | 6 | -4
Cc1cc(O)c(C2(O)C(=O)Nc3ccccc32)cc1C (configuration not stated) | -2 | 0 | -3 | 0.9 | 0 | -3 | 6 | -4 | -1
COc1cc(C(=S)N2CCOCC2)cc(OC)c1O | -2 | 1 | 4 | -1.5 | -1 | -1 | 0 | -2 | -1
O=C(O)c1ccc2c(c1)ncn2C1CCCC1 | -3 | 1 | 5 | 1.4 | 3 | -3 | 6 | -1 | 5
N#Cc1ccsc1NC(=O)CN1CCN(c2ccccc2)CC1 | 27 | 0 | 12 | 0.8 | 1 | -2 | 0 | 4 | -7
O=C(Nc1ccc2nsnc2c1)N1CCCCC1 | -3 | 0 | 3 | 4.0 | 2 | -3 | 1 | 0 | 2
Cc1cc(NC(=O)CSc2ccc3ccccc3c2)no1 | 20 | 3 | -6 | 3.3 | 1 | 2 | 5 | -12 | -1
CC(=O)Nc1ccc(OC(=O)c2cccs2)cc1 | 5 | 0 | 5 | -0.9 | 4 | -6 | -7 | 10 | 0
Nc1ccc(NC(=O)c2ccc(C(=O)Nc3ccc(N)cc3)cc2)cc1 | 30 | 22 | -10 | 0.6 | 9 | 16* | 2 | 6 | -4
COCCN(C(=O)CSc1ncccn1)c1c(N)n(Cc2ccccc2)c(=O)[nH]c1=O | -3 | 8 | -2 | -0.9 | -7 | -7 | -6 | 1 | 0
Cc1ccc(O)c(C(=O)c2cnn(-c3ccccc3)c2)c1 | 7 | 0 | 5 | 4.1 | -11 | 2 | 4 | 7 | -3
O=C(CS(=O)(=O)c1ccc(Cl)cc1)Nc1nnc(-c2cccs2)o1 | 2 | 0 | 4 | -1.4 | 3 | 5 | 5 | 4 | 1
COc1cc(SC)ccc1C(=O)Nc1cccc(C)n1 | 6 | 0 | i | 0.9 | 3 | -4 | 5 | 7 | -1
c1csc(-c2nnc(COc3ccc4c(c3)OCO4)o2)c1 | -1 | 2 | 11 | 1.7 | 1 | -3 | -1 | 7 | -2
O=C(CSc1nnc(-c2cccs2)o1)Nc1cccc(S(=O)(=O)N2CCCCC2)c1 | 5 | 2 | -5 | 2.8 | -2 | -4 | -3 | 1 | -2
Cc1ccc(N2CC(C(=O)O)CC2=O)cc1 (configuration not stated) | 0 | 1 | 19 | -0.1 | 4 | -3 | -3 | -13 | -2
Nc1nc(Nc2ccccc2F)nc(N2CCCC2)c1[N+](=O)[O-] | 3 | 0 | -1 | 1.8 | 6 | 0 | -4 | 0 | -2
COc1ccccc1N1CCN(C(=O)C2CC=CCC2C(=O)O)CC1 (configuration not stated) | -4 | 0 | -14 | -0.7 | 1 | -2 | -1 | 3 | -2
COc1ccc(C2C(C(=O)OCC(=O)N3CCCCC3)CCC(=O)N2c2ccc(OC)cc2)cc1 (configuration not stated) | 6 | 0 | 6&4 | 0.8 | 8 | -2 | 9 | 1 | -6
NC(=O)c1ncc(C(F)(F)F)cc1Oc1cccnc1 | 2 | 3 | 13 | -0.7 | 1 | -5 | 0 | 8 | -4
C=C[C@@H]1c2ccccc2N(S(=O)(=O)c2ccc(C)cc2)[C@H](c2ccc(C(=O)OC)cc2)C1(C#N)C#N | / | 2 | -1 | / | 0 | / | 11 | -9 | /
Cc1ccc(OCc2nc(C#N)c(N3CCCCC3)o2)cc1 | 14 | 0 | 3 | 3.3 | 0 | 2 | -5 | -3 | 0
Cc1ccc(-c2nnn(CC(=O)N(CC(=O)NC3CCCC3)c3ccc(F)cc3)n2)o1 | -6 | 0 | 5 | 0.1 | 7 | -2 | 7 | -1 | 0
CC1CCN(c2nc3c(c(=O)n(C)c(=O)n3C)n2CCSc2nc3ccccc3s2)CC1 | 9 | 1 | -7 | 1.9 | -15 | -2 | -4 | 2 | -3
Cc1cccc(C)c1OCc1cc(C(=O)N2CCNC(=O)C2)no1 | -8 | 2 | 29 | -0.5 | 2 | -3 | i | 7 | 2
CCOc1ccc(CCNC(=O)CSc2cc(=O)n(C)c3cc(Cl)ccc23)cc1OCC | -1 | 1 | 3 | 1.4 | 3 | -3 | 10 | -3 | 4
C/C=C/Cn1c(SCc2ccc(C)cc2)nc2c1c(=O)[nH]c(=O)n2C | 16 | 3 | -2 | 0.8 | -13 | 2 | -12 | -5 | 1
COc1ccc(N2C(=O)CS/C2=N\C(=S)Nc2ccccc2)cc1 | -2 | 0 | -1 | 1.1 | -8 | 0 | -1 | -19 | -3
CCN(CC)C(=S)SCC(=O)Nc1ccc(F)cc1 | -5 | 0 | -36 | 1.5 | -2 | -2 | 8 | 8 | -6
Cc1cccc(OCC(=O)Nc2ccc(S(=O)(=O)Nc3onc(C)c3C)cc2)c1C | -11 | 3 | 11 | 0.5 | -3 | 0 | 5 | -3 | 3
O=C(NCCN1C(=O)CSC1=O)c1ccccc1 | 0 | 0 | 7 | 1.0 | 2 | -6 | 4 | -6 | -6
COc1ccc(C(=O)NCCOC(C)C)cc1OC1CCN(C(C)=O)CC1 | -61 | 1 | -4 | 1.0 | 1 | -1 | 8 | -7 | 2
Cc1cccc(C)c1OCC(=O)NC(Cc1c[nH]c2ccccc12)C(=O)O (configuration not stated) | 2 | 2 | 2 | -0.3 | -2 | 0 | 2 | 8 | -3

Exported with two lines to a compound: part of the list above
Below each compound – HCV core dimer	GRK2 aptamer HTS	JMJD2C inh	PP5 inh	procasp3 activ	PP1 inh	VLA-4 inh	procasp7 counter	Fh CTSL1 inh
CCN(CC)C(=S)SCC(=O)Nc1ccc(F)cc1
 : -5	0	-36	1.5	-2	-2	8	8	-6
Cc1cccc(OCC(=O)Nc2ccc(S(=O)(=O)Nc3onc(C)c3C)cc2)c1C
 : -11	3	11	0.5	-3	0	5	-3	3
O=C(NCCN1C(=O)CSC1=O)c1ccccc1
 : 0	0	7	1.0	2	-6	4	-6	-6
COc1ccc(C(=O)NCCOC(C)C)cc1OC1CCN(C(C)=O)CC1
 : -61	1	-4	1.0	1	-1	8	-7	2
Cc1cccc(C)c1OCC(=O)NC(Cc1c[nH]c2ccccc12)C(=O)O (configuration not stated)
 : 2	2	2	-0.3	-2	0	2	8	-3

(continued)
SMILES | HCV core dimer | GRK2 aptamer HTS | JMJD2C inh | PP5 inh | procasp3 activ | PP1 inh | VLA-4 inh | procasp7 counter | Fh CTSL1 inh
COc1ccc(F)cc1S(=O)(=O)N1CCCN(S(=O)(=O)c2cc(F)ccc2OC)CC1 | 0 | 0 | ? | 0.7 | 6 | -2 | 11 | 4 | -1
COc1ccc(Oc2nc(Oc3ccc(OC)cc3)nc(Oc3ccc(OC)cc3)n2)cc1 | -5 | 2 | -1&-3 | -0.4 | 3 | -1 | -6 | 9 | -2
COc1cc(O)c(C(CCN2CCCC2)c2ccc(N(C)C)cc2)c(OC)c1 (configuration not stated) | -10 | 0 | 1 | 3.6 | -6 | 3 | 24 | -6 | 1
Oc1ccc(-c2cccc(-c3ccc(O)cc3)c2)cc1 | -4 | 1 | -2 | 1.1 | 12 | 1 | 11 | 7 | 2
COCC1CCN(C(=O)c2cc(COc3ccc(-n4cncn4)cc3)on2)C1 (configuration not stated) | 0 | 2 | -2 | 2.3 | -3 | -2 | 3 | -5 | -3
COc1ccc(/C=C/C(=O)Oc2ccc(C)c(C)c2)cc1OC | 7 | 2 | 3 | 1.9 | 8 | -1 | -2 | 8 | -9
O=C(CN(c1ccccc1)S(=O)(=O)c1ccccc1)NCCSc1nc2ccccc2s1 | 7 | 22 | -5 | 0.1 | 4 | -1 | 18 | 1 | -1
CC(Nc1cc(=O)n(C)c(=O)[nH]1)c1ccccc1 (configuration not stated) | -6 | 0 | 9 | -1.5 | -21 | 2 | -4 | -1 | 1
Cc1ccc(S(=O)(=O)N2CCOCC2)cc1NC(=O)CSc1nnc(N)s1 | 0 | 0 | 11 | -3.2 | -10 | 2 | 4 | 3 | 0
O=C(O)C1CCN(C(=O)c2cc(F)cc3c2OCOC3)CC1 | -1 | 0 | -5 | -2.5 | 3 | -3 | 11 | 5 | 4
O=C(Cn1ncc2c1-c1ccccc1OC2)Nc1ccc(S(=O)(=O)N2CCCCC2)cc1 | 6 | 1 | / | 5.8 | -3 | 3 | -2 | 1 | 4
COc1cccc(N2CCN(c3ccc4nnc(CCC(=O)Nc5ccc(F)cc5)n4n3)CC2)c1 | 4 | 2 | -27 | 3.3 | 7 | 1 | 3 | -6 | -1
CCS(=O)(=O)n1nc(NCc2cccc(OC)c2)nc1NCc1cccc(OC)c1 | 6 | 0 | 6 | 3.2 | -7 | 0 | 2 | -7 | -1
